# EWS-Fli block: inhibitors of EWS/Fli oncoprotein transcriptional activity | inhibition, % at 12.6 µM | 0.67% of 350,000 active | A673 NR0B1-luciferase reporter, viability-normalised | AID 651661;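 active = mean inhibition of at least 50% after viability correction, with every replicate also passing that limit; inconclusive = mean reaches 50% but only one of two replicates passes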;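 also: firefly luciferase signal divided by Alamar Blue viability fluorescence both relative to DMSO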
# FN deposit inh: fibronectin deposition inhibition. AH1F fibroblasts, Alexa488-fibronectin deposition fluorescence, overnight. inhibition, % at 12.6 µM. AID 743247. 0.086% of 350,000 active;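 active = mean inhibition across replicates of 30% or more, regardless of how many single replicates reach that level; inconclusive = mean under 30% yet at least half of replicates reach 30%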;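 also: positive control wells lacked labelled fibronectin entirely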
#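 test system = AH1F fibroblasts assembling fluorescent fibronectin matrix | quantity = 10000 AH1F cells per well | buffer or medium = DMEM plus 2% serum, read in PBS | doses = single dose, pinned | incubation = 1 h cell attachment, overnight exposure to compound and label | detection = fluorescence at 485 nm excitation, 525 nm emission | read-out basis = inhibition from reduced deposited-fibronectin fluorescence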
# PAX8 inh HTS: lowers PAX8-driven luciferase in RMG-I cells; RMG-I TPO-luciferase reporter, SteadyGlo, 24 h; inhibition, % at 12.6 µM; 1.2% of 360,000 active;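 active = mean replicate inhibition at least 60% with every replicate also reaching 60%; inconclusive = only one of the two criteria is met; inactive = mean below 60% and not all replicates reaching 60%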;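 also: luciferase light reporting Pax8 driven TPO promoter activity; plate controls were median of neutral control wells for no effect and mitoxantrone controls for full effect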
# S100A4 inh HTS: S100A4-myosin IIA interaction inhibition. S100A4/TAMRA-MyoIIA peptide fluorescence polarization. 0.14% of 360,000 active. inhibition, % at 10.7 µM. P26447. AID 652163;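 active = mean inhibition of at least 70% across replicates, with every replicate also reaching that level; inconclusive = mean inhibition reaches 70% but some replicates fall short; inactive = mean inhibition below 70%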
# Target sequence (P26447 whole entry, looked up): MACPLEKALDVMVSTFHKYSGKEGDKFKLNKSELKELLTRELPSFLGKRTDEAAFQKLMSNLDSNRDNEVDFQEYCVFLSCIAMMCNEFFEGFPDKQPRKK
#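 Assay system: human S100A4 monomer with TAMRA-labelled myosin IIA peptide / Buffer or medium: Calcium-containing HEPES buffer, pH 7.2 / Reagent: TAMRA-labelled myosin IIA heavy-chain peptide probe, 5 nM / Compound: one dose per compound / Timing: polarization read 5 min after assay mix addition, stable 5–60 min / Benchmarks: neutral control DMSO, positive control TFP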
# ERAP1 inh: ERAP1 (human) enzyme inhibition. recombinant ERAP1, Leu-AMC fluorescence, 60 min. Q9NZ08. inhibition, % at 10.7 µM. 0.15% of 340,000 active;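 active = mean replicate inhibition of at least 30%, or all replicates individually reaching that 30% level; inactive = mean below 30% and not every replicate reaching it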;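 also: 0% = neutral control wells and 100% = L-leucinethiol positive control wells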
# Target sequence (Q9NZ08 whole entry, looked up): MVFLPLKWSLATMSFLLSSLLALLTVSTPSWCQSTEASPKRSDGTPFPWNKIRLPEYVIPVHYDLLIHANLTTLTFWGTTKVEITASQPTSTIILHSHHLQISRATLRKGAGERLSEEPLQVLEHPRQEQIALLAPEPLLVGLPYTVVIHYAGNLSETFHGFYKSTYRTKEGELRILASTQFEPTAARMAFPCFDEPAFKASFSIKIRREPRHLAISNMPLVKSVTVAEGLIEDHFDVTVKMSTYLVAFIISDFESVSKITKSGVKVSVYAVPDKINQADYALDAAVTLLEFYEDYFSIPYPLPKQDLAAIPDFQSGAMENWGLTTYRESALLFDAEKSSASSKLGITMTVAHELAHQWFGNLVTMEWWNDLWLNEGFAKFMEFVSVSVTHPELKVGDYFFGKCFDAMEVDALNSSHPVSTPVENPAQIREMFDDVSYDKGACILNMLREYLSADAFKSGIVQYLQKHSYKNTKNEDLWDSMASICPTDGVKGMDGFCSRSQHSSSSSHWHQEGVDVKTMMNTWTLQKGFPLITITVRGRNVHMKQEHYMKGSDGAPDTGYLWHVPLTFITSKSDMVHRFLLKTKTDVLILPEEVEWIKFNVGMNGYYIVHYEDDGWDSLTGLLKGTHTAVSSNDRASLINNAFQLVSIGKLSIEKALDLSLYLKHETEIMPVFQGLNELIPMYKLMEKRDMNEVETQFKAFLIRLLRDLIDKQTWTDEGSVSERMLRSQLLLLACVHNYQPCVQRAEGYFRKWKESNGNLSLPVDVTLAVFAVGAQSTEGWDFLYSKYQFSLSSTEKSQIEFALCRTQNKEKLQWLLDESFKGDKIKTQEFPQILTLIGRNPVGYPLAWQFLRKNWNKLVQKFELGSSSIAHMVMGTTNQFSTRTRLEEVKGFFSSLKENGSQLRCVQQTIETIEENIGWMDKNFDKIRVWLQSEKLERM
# LGR2 inh: inhibitors of bursicon-induced Drosophila LGR2 receptor cAMP signaling; inhibition, % at 9.99 µM; 0.35% of 380,000 active; HEK293 LGR2, CRE-luciferase, bursicon-stimulated, 4 h;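 active = drop in luminescence signal, shown as inhibition above about 50% in the replicate tests, limit read from the data, passing the limit was not always enough; inconclusive = probably only some replicates passing the limit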;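 also: agonist challenge used bursicon conditioned medium at about half maximal strength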
# PGC1a acetyl inh: modulators of PGC1a acetylation | U2OS PGC1a acetylation, AlphaScreen anti-acetyl-lysine; with virally co-expressed GCN5 acetyltransferase | inhibition, % at 15.6 µM | 0.17% of 350,000 active;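 active = every replicate shows inhibition of at least 40%; inconclusive = mean inhibition at least 40% but some replicate below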;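 also: 0% = neutral control wells and 100% = positive control wells; some results beyond the cut were filed as inactive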
# PglD DTNB: PglD (C. jejuni) enzyme inhibition. purified PglD enzyme, DTNB colorimetric CoA detection. inhibition, % at 12.5 µM. 0.098% of 360,000 active. AID 602405; in the data active = inhibition above about 16%, passing the limit was not always enough; inconclusive = no clear call, values can overlap the other calls; also: strong numbers were not always called active
# Starred values were filed as active, the others as inactive; ? = inconclusive; · = not tested or not shown; & = joins results of further samples. No enrichment for hits. Share with any hit: about 2.1%.
SMILES,EWS-Fli block,FN deposit inh,PAX8 inh HTS,S100A4 inh HTS,ERAP1 inh,LGR2 inh,PGC1a acetyl inh,PglD DTNB
O=C(NCCCN1CCCC1)Nc1ccccc1[N+](=O)[O-],9,-2,-8,0,1,7,7,0
CCOC(=O)C1CCN(C(=O)COc2cc(C)c(Br)c(C)c2)CC1,·,·,·,-5,2,-7,·,-1
O=C1c2cccc3cccc(c23)C(=O)N1Cc1ccccc1,7,·,10,3,-1,-5,·,4
C=CCNC(=O)c1onc(CSc2cc(C)cc(C)c2)c1C(=O)NCC=C,23,7,-5,·,·,-9,·,0
O=C(C[C@H]1C[C@@H]2c3cc(NC(=O)C4CCC4)ccc3O[C@@H]2[C@H](CO)O1)NCc1ccncc1,-11,-13,-2,-20,0,37,-11,-3
CC(C)NC(=O)N(C)C[C@H]1Oc2ccc(NC(=O)Cn3cnnn3)cc2CC(=O)N([C@@H](C)CO)C[C@H]1C,-5,·,11,10,0,4,5,1
O=C(COC(=O)COc1ccccc1)NC1CCCc2ccccc21 (stereo unspecified),-10,9,4,-2,3,24,-4,3
Cc1ccc(Sc2ccncc2S(N)(=O)=O)cc1,·,-2,13,·,·,-11,·,0
CCOc1ccc(CNc2ccc3c(c2)ncn3C)cc1,·,1,-76,·,·,·,3,3
CC(Cl)C(=O)Nc1cc(C(C)(C)C)nn1-c1ccccc1 (stereo unspecified),5,10,-3,-1,3,9,·,·
CCC1=C(OC(=O)N(CC)CC)N2C(=O)OC(=NCC3CC3)[C@]2(C)[C@H]2C1=CC[C@H]1C(=O)N(C)C(=O)[C@H]12,-11,1,-9,7,0,2,-2,0
CCOC(=O)c1[nH]c2ccccc2c1NC(=O)c1ccc2c(c1)OCO2,-12,-6,13,-2,-4,-8,-2,0
COc1ccc(-c2ccccc2[C@@H]2[C@H](C#N)N(C(=O)c3cccnc3)[C@H]2CO)cc1,6,-1,-17,9,-4,6,-6,·
Cc1csc(=O)n1CC(=O)Nc1ccc(C(C)C)cc1,-49,10,-64,-1,-4,-21,·,9
O=C(Nc1ccc(Cl)cc1)N1C[C@H]2[C@@H](c3ccccc31)[C@@H](CO)N2C(=O)c1cccnc1,-16,16,-41,7,0,-11,-1,-1
CN(C)CCO/N=C(\c1ccc(Br)cc1)c1cccnc1,4,0,-8,-7,·,5,2,1
O=C(CS(=O)(=O)c1c[nH]c2ccccc12)NC1CCCCC1,6,0,7,-8,-6,17,-8,-3
Cc1ccc(O)c(Nc2nc(-c3ccccc3)nc3ccccc23)c1,-1,4,-13,-3,0,-3,-7,6
Cc1ccc(S(=O)(=O)N(C)C[C@@H]2Oc3ncc(-c4ccncc4)cc3C(=O)N([C@H](C)CO)C[C@H]2C)cc1,-4,-12,10,19,-2,-17,-8,·
CCOC(=O)C1(Cc2cccc(OC)c2)CCCN(S(=O)(=O)c2cccnc2)C1 (stereo unspecified),-5,2,-22,-6,-2,8,-2,·
COc1ccc(S(=O)(=O)Nc2cccc3c2O[C@H](CN(C)S(=O)(=O)c2cn(C)cn2)[C@H](C)CN([C@@H](C)CO)C3=O)cc1,-1,-3,·,-5,-1,5,1,-1
CCN1C[C@@H]2[C@@H]3C(=O)N(C)C(=O)[C@@H]3[C@](Cc3ccccc3)(C(=O)OC)N2C1=NCc1ccccc1,1,4,-6,3,1,-6,-6,-6
NC(=O)c1ccc(-c2noc(-c3ccccc3F)n2)cc1,-128,-4,-76,-5,1,-28,2,-2
C/C=C/c1ccccc1[C@H]1[C@@H](C#N)N(c2nc(CC)cs2)[C@@H]1CO,6,-1,·,-3,-1,1,·,·
CC(C)CC#Cc1cnc2c(c1)C(=O)N([C@@H](C)CO)C[C@@H](C)[C@@H](CN(C)Cc1cccc(F)c1)O2,1,·,·,-8,0,17,-2,0
Cc1ccc(S(=O)(=O)NC2(C(F)(F)F)NC(=O)N(C)C2=O)cc1 (stereo unspecified),2,·,·,-13,-4,3,-3,-2
COc1ccc(O)c(CNn2c(-c3ccc(Br)cc3)nc3ccccc3c2=O)c1,3,·,20,1,10,-6,·,·
CCC(=O)N1[C@@H](CO)[C@H](c2ccccc2)C12CN(C(=O)c1ccc(F)cc1)C2,-10,·,-7,-3,-3,12,-2,·
Cc1ccc(S(=O)(=O)Cn2nnnc2C(C)N2CCN(C(=O)c3ccco3)CC2)cc1 (stereo unspecified),5,·,·,5,5,1,·,·
NS(=O)(=O)c1ccc(CNC(=S)NC2CCCC2)cc1,-1,1,2,3,-3,10,·,·
CC(C)CCNC(=O)c1ccc2c(c1)N(C)C(=O)c1ccccc1S2,11,4,7,5,-1,8,·,-3
CC(C)C[C@H](NC(=O)Nc1cccc(Br)c1)C(=O)O,3,6,9,5,0,·,-10,·
COc1ccc(/C=N/NC(=S)Nc2ccccc2)cc1,-37,-10,-171,-2,2,-83,·,·
Cn1cccc1C(=O)Nc1nccs1,·,-2,-40,·,·,·,-3,-23
Cc1ccc(C)c(NC(=O)CN(C)C(=O)c2ccncc2)c1,11,-5,1,3,-3,20,·,-2
CC(=O)Nc1cccc(C(=O)OCC(=O)NC(=O)c2ccccc2)c1,2,-2,·,1,-1,-16,·,0
C[C@@H](O)C#Cc1ccc2c(c1)O[C@H](CN(C)Cc1ccc(-c3ccccc3)cc1)[C@@H](C)CN([C@@H](C)CO)S2(=O)=O,-1,·,103*,7,0,13,5,9
CCOCCCNC(=O)Cn1ncc2c(=O)oc3ccccc3c21,-9,-8,1,7,6,9,·,1
COc1ccc(CCNC(=O)c2cc(-c3ccco3)on2)cc1OC,-26,-2,31,2,0,-22,-87,2
O=C(NC[C@@H]1CC[C@H]2[C@H](CN2Cc2cccc(Cl)c2)O1)C1CC1,-3,·,7,11,0,·,3,·
c1ccc(CNc2ncnc3nc[nH]c23)cc1,-18,-5,-13,-5,-1,-5,?,3
CC1(C)Cc2nc3sc4c(OCc5ccccc5)ncnc4c3cc2CO1,·,-4,21,·,·,·,4,3
Nc1cc[n+](CC(=O)Nc2ccccc2)cc1,0,·,9,4,-2,-9,5,·
O=C(C[C@H]1C[C@H]2c3cc(NC(=O)Cc4ccncc4)ccc3O[C@H]2[C@@H](CO)O1)NCCN1CCCCC1,-7,·,22,-5,0,15,-1,-1
Clc1ccc(CN2CCN(/N=C/c3cccnc3)CC2)cc1,7,2,8,-7,-8,-3,-4,·
COc1cccc(NC(=O)Nc2nnc(CC(=O)Nc3ccccc3)s2)c1,-16,2,-15,4,-2,-1,5,3
CCOc1ccccc1NC(=O)COC(=O)c1nc2nccc(C)n2n1,-5,1,15,-4,4,-1,5,4
COC(=O)c1ccc(Cn2c(C)c(C(=O)NCc3ccc(C#N)cc3)sc2=O)o1,-5,3,3,8,·,9,·,-3
C[C@@H]1CCCCO[C@@H](CN(C)C(=O)Nc2cccc3ccccc23)[C@H](C)CN([C@H](C)CO)C(=O)c2cc(NS(=O)(=O)c3cn(C)cn3)ccc2O1,-17,·,12,·,·,0,2,1
COc1ccc([Si](C)(C)[C@@H]2[C@@H](CCn3cc([C@H](O)c4ccccc4)nn3)O[C@]3(C(=O)N(Cc4cccc(N5CCC5=O)c4)c4ccccc43)[C@H]2C)cc1,-1,·,60,-1,-1,·,0,6
CN1C(=O)c2cc(NS(C)(=O)=O)ccc2OC[C@H]2O[C@@H](CC(=O)NCc3ccccc3)CC[C@@H]21,-3,-8,8,-5,0,2,2,-3
O=C(Nc1ccc(F)cc1)C(Sc1nnc2ccccn12)c1ccccc1 (stereo unspecified),5,2,20,0,-2,14,·,·
COc1ccc(NC(=O)N(C)C[C@H]2OCCCC[C@@H](C)Oc3ccc(NS(=O)(=O)c4ccc(OC)cc4)cc3C(=O)N([C@H](C)CO)C[C@@H]2C)cc1,-7,-10,-8,·,·,-1,-12,-1
Cc1ccc(S(=O)(=O)NCc2ccccc2)cc1C(=O)N1CCN(S(=O)(=O)c2ccccc2F)CC1,5,-5,12,-1,-2,15,-9,6
O=C(C1CCCN1S(=O)(=O)c1cccc2nsnc12)N1CCN(c2ccc(F)cc2)CC1 (stereo unspecified),·,-1,-6,6,-1,4,-5,-1
O=S(=O)(c1cccc(F)c1)N1CC[C@@H]2[C@H](CO)Nc3ccc(Br)cc3[C@@H]21,4,1,-11,9,-1,24,14,-2
CC(=O)C(Cc1ccccc1)NC(=O)CN1CCN(Cc2ccccc2)CC1 (stereo unspecified),-12,3,9,-27,-3,7,7,-3
CC(Sc1nc(N)cc(=O)[nH]1)C(=O)Nc1ccc(N2CCOCC2)cc1 (stereo unspecified),-9,3,6,10,-1,12,2,-8
Cc1[nH]c2ccccc2c1SCC(=O)NC1CCCCC1,-3,2,11,-5,-1,0,·,·
CNCC(=O)Nc1c(C)n[nH]c1C,12,-3,9,-1,1,7,·,-4

# Reprinted at random: 2 entries already listed.
SMILES,EWS-Fli block,FN deposit inh,PAX8 inh HTS,S100A4 inh HTS,ERAP1 inh,LGR2 inh,PGC1a acetyl inh,PglD DTNB
CCOc1ccc(CNc2ccc3c(c2)ncn3C)cc1,·,1,-76,·,·,·,3,3
CCN1C[C@@H]2[C@@H]3C(=O)N(C)C(=O)[C@@H]3[C@](Cc3ccccc3)(C(=O)OC)N2C1=NCc1ccccc1,1,4,-6,3,1,-6,-6,-6

# Other compounds.
SMILES,EWS-Fli block,FN deposit inh,PAX8 inh HTS,S100A4 inh HTS,ERAP1 inh,LGR2 inh,PGC1a acetyl inh,PglD DTNB
COc1ccc(NC(=O)N(C)C[C@@H]2Oc3ccc(NC(=O)Nc4ccc(C(F)(F)F)cc4)cc3C(=O)N([C@@H](C)CO)C[C@@H]2C)cc1,-7,·,5,·,·,4,-22,-1
Cn1c(CNC(=O)CNC(=O)c2ccccc2)cc(=O)n(C)c1=O,4,-10,-9,-2,-1,-1,-7,6
Cc1noc(C)c1NC(=O)Nc1ccc2c(c1)CC(=O)N([C@@H](C)CO)C[C@@H](C)[C@H](CN(C)S(=O)(=O)c1cn(C)cn1)O2,-3,-2,0,·,·,-16,-1,-1
O=C(NC(=S)N1CCN(C/C=C/c2ccccc2)CC1)c1ccco1,0,5,-6,-4,-1,-6,-5,·
O=C(C[n+]1ccccc1)Nc1nc2ccccc2s1,·,1,-5,·,·,-6,0,5
Cc1ccc(CNc2nc(N)c([N+](=O)[O-])c(NCc3ccccc3)n2)cc1,·,-1,3,·,·,2,·,1
CS(=O)(=O)N1CCC(Oc2ccccc2C(=O)NC2CCCCCC2)CC1,-10,0,5,-1,-2,5,-9,·
CO[C@@H]1CN(C)C(=O)c2cc(NC(=O)Nc3ccc(Cl)c(Cl)c3)ccc2OC[C@H](C)NC[C@@H]1C,-5,6&25,11,·,·,13,-4,-1
Cc1ccc2cc3cc(C(=O)N4CC(C)CC(C)C4)oc3nc2c1 (stereo unspecified),·,10,-94,·,·,·,0,1
CN(C)C(CNC(=O)C1CC(=O)N(Cc2ccccc2)C1)c1ccccc1 (stereo unspecified),-9,2,-14,-1,6,-5,·,0
C[C@H](CO)N1C[C@H](C)[C@@H](CN(C)C(=O)Nc2cccc3ccccc23)Oc2c(NC(=O)C3CCOCC3)cccc2C1=O,6,1,6,-3,·,1,0,-9
CCNC(=O)CC1SC(=Nc2ccc(C)c([N+](=O)[O-])c2)N(C)C1=O (stereo unspecified),7,2,-9,-3,-1,-4,-19,6

# High-throughput results from PubChem BioAssay.
